# RAD52 inh = inhibitors of human RAD52 DNA annealing. recombinant RAD52 DNA annealing, FRET fluorescence. inhibition, % at 18.7 µM. hit rate 0.46% among 360,000. AID 651710;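 active means every replicate showing at least 50% inhibition; inconclusive means mean inhibition at least 50% but not in every replicate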
# GSIS activator = GLuc luminescence reporter in INS-1E cells, primary screen for activators of glucose-dependent secretion of insulin; INS-1E GLuc reporter insulin secretion, 2-3 h; activation, % at 16.6 µM; hit rate 0.61% among 370,000; AID 743287;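 active means lowest replicate activation of at least 40%, so every replicate reaches that level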;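 further: 0% = median of neutral control wells and 100% = median of IBMX positive control wells; some compounds called inactive have numbers as strong as hits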
# E-sel inducer = induces E-selectin expression in human endothelial cells. P16581. HUVEC E-selectin immunofluorescence imaging; normalized: neutral wells 0, TNF-alpha wells 100. activation, % at 7.58 µM. hit rate 0.37% among 260,000;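 active means mean E-selectin-positive cell signal at least 10% of the positive control, reached in at least 60% of replicates, without over 20% cell loss; inconclusive means no rule given, readout overlaps actives, possibly toxicity-flagged; inactive means the rest, including those meeting only one limit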;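 further: in these data hits start at about 27%; measured in HUVEC primary endothelial cells; signal is the percent of cells scored E-selectin positive by PE staining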
#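 Read-out basis: % PE-positive cells; Test system: HUVEC primary endothelial cells; Technique: immunofluorescence imaging; Dosing: single-point compound dose.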
# DENV2 CPE = protects cells from dengue virus 2 cytopathic effect; DENV2-infected cells, cytopathic effect rescue, plate reader; CPE inhibition, % at 9.99 µM; hit rate 1.7% among 350,000; in the data active means CPE inhibition above about 20%, passing the limit was not always enough; inconclusive means no clear call, values can overlap the other calls; tested in BHK-21 cells;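 further: 0% = median of neutral control wells and 100% = median of positive control wells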
# RAD54 branch = inhibitors of human RAD54 branch migration; RAD54 Holliday junction branch migration, FAM/BHQ fluorescence; hit rate 0.14% among 360,000; Q92698; inhibition, % at 10.4 µM;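 active means mean normalized replicate activity at least 40 and at least half of replicates scoring 40 or more; inconclusive means only one of the two criteria met; inactive means mean below 40 and under half of replicates reaching 40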;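 further: 0% = median of neutral control wells and 100% = median of positive control wells; inhibitors cause a drop in the FAM fluorescence signal; in these data hits start at about 50%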
# Target sequence (Q92698 whole entry, looked up): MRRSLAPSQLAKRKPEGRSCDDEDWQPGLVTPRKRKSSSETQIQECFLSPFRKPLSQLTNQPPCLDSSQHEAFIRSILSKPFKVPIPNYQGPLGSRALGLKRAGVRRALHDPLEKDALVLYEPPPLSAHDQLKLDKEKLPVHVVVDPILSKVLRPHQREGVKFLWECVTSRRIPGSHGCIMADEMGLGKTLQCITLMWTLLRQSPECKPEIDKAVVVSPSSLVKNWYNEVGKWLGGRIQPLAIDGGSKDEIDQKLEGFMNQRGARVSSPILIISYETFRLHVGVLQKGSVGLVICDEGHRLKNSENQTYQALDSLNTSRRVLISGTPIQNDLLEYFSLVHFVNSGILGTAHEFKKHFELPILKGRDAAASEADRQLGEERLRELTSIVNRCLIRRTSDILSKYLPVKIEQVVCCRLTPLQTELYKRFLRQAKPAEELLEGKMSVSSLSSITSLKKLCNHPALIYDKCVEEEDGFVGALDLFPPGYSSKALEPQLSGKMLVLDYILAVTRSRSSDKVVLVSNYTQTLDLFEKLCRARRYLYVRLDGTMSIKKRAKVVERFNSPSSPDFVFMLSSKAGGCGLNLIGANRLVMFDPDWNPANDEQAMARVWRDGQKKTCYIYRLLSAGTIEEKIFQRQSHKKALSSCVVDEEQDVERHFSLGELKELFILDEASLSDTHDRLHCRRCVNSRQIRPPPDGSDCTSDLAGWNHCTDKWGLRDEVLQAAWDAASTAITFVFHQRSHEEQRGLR
# CFTR F508del cor = CFTR F508del correction in bronchial cells. CFBE cells, YFP halide quenching; stimulated with forskolin plus potentiator P3; % fluorescence drop versus neutral controls. activity (quench increase), % at 7.58 µM. AID 720511. hit rate 0.36% among 350,000;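 active means mean added fluorescence quench of at least 8% versus neutral control, with both replicates also reaching 8%; inconclusive means only one of the mean or replicate conditions met; inactive means mean below 8% and not both replicates reaching 8%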;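 further: cells transiently co-express mutant CFTR-F508del with the halide-sensitive YFP; corrector assay measuring rescue of mutant channel to the surface after 24 h compound exposure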
# CASP6 VEID inh = blocks human caspase-6 cleavage activity. purified caspase-6, Z-VEID-R110 cleavage fluorescence. inhibition, % at 12.5 µM. hit rate 0.53% among 350,000. AID 686996;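 active means mean inhibition across replicates at least about 35%, with every replicate also reaching that limit, limit read from the data; inconclusive means only one of the two criteria met; inactive means neither criterion met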;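 further: 0% = median of neutral control wells and 100% = no fluorescence left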
# Target sequence (P55212 24-179 limits assumed): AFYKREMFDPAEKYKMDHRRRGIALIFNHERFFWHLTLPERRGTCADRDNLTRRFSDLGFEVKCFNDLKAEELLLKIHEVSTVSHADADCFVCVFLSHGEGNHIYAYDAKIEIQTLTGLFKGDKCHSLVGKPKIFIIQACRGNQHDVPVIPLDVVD
# Target sequence (P55212 194-293 limits assumed): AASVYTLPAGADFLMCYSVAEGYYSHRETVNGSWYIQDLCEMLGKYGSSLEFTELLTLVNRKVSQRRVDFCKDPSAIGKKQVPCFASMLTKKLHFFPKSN
# Xi reactivation = X-chromosome reactivation activator; XiGFP mouse fibroblasts, % GFP-positive cells imaging, 3 d; cells co-treated with 5-aza-dC sensitizer; scaled so ellipticine positive control = 100%; activation, % at 7.58 µM; hit rate 0.055% among 360,000; AID 743238;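 active means mean normalized replicate activation at least 10% and every replicate at or above 10%; inconclusive means only one of the two criteria met; inactive means mean below 10% and not all replicates reach 10%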;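 further: 0% = median of on-plate neutral control wells and 100% = ellipticine 6 µM median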
#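 Material: XiGFP fibroblasts, SV40-immortalized. Buffer or medium: DMEM plus 5-aza-dC sensitizer. Compound: single concentration per compound, delivered by pin transfer. Times: 3 days compound exposure. Controls: ellipticine 6 µM.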
# Active calls of the source: *; ? = inconclusive; . = no result given; & = joins results of further samples.
# Preview (2 entries):
SMILES,RAD52 inh,GSIS activator,E-sel inducer,DENV2 CPE,RAD54 branch,CFTR F508del cor,CASP6 VEID inh,Xi reactivation
CCOc1cc(C(=O)OCC(=O)Nc2cccc(S(=O)(=O)NC3=NCCCCC3)c2)cc(OCC)c1OCC,-2,-28,.,9,-2,4.0,0,-0.1
COc1ccc(CN(C)C[C@@H]2OCCCC[C@@H](C)Oc3ccc(NC(=O)Nc4cccc5ccccc45)cc3C(=O)N([C@H](C)CO)C[C@@H]2C)cc1,2,-2,0.1,-11,3,-1.0,-2,0.1

# The list itself (from the top)
SMILES,RAD52 inh,GSIS activator,E-sel inducer,DENV2 CPE,RAD54 branch,CFTR F508del cor,CASP6 VEID inh,Xi reactivation
CCOc1cc(C(=O)OCC(=O)Nc2cccc(S(=O)(=O)NC3=NCCCCC3)c2)cc(OCC)c1OCC,-2,-28,.,9,-2,4.0,0,-0.1
COc1ccc(CN(C)C[C@@H]2OCCCC[C@@H](C)Oc3ccc(NC(=O)Nc4cccc5ccccc45)cc3C(=O)N([C@H](C)CO)C[C@@H]2C)cc1,2,-2,0.1,-11,3,-1.0,-2,0.1
CCCNC(=O)N1[C@H](CO)[C@@H](c2ccccc2)C12CN(C(=O)CC)C2,-2,24,0.0,-6,.,-1.1,-1,0.1
COc1ccc(CCNC(=O)/C(=C/c2cccnc2)NC(=O)c2ccccc2)cc1OC,-1,14,.,2,.,-2.8,-7,0.6
CO[C@@H](CN(C)C(=O)Nc1ccc(Cl)cc1)[C@@H](C)CN(Cc1ccccc1Cl)[C@H](C)CO,5,-18,0.1,-1,0,1.6,-1,0.0
CCCCNC(=O)C1C(c2ccc(C(F)(F)F)cc2)=Nc2ccccc2N1C(=O)c1cccc(C(F)(F)F)c1 (stereo not given),-14,-6,0.0,-17,.,1.2,-1,0.1
O=C(NCc1nnnn1-c1ccc(F)c(F)c1)c1ccc2c(c1)OCO2,-2,3,.,-10,-5,0.0,3,0.0
CN(C)c1nc2c(c(=O)[nH]c(=O)n2C)n1CCCc1ccccc1,-21,11,-1.9,?,5,2.4,-2,0.0
CS(=O)(=O)c1ccc(S(=O)(=O)N2CCC(CO)(CCCc3ccccc3)CC2)cc1,-15,-9,.,-2,0,7.2,2,0.0
CS(=O)(=O)Nc1cccc(C2=NN(S(=O)(=O)c3ccccc3)C(c3ccco3)C2)c1 (stereo not given),-62,0,.,-3,.,4.7,1,0.2
CNC(=O)NNC(=O)c1nc(-c2ccccc2)c(C)o1,-10,-1,-0.1,-5,-6,-2.2,-3,0.2
CCCNC(=O)N[C@@H]1CC[C@@H](CCn2cc(C3CCCC3)nn2)O[C@@H]1CO,-12,3,0.0,5,2,-2.0,-3,-0.1
COc1ccc(NC(=O)c2sc(=O)n(Cc3ccc4ccccc4c3)c2C)cc1OC,-7,-8,.,-4,-8,2.0,1,0.3
Cc1[nH]c2ccccc2c1/C=C/C(=O)c1ccncc1,-22,6,.,-1,.,-1.6,3,0.1
CCCNC(=O)N1CCC2(CC1)CN(S(C)(=O)=O)[C@@H](CO)c1c2c2ccc(OC)cc2n1C,0,4,-0.3,10,.,-1.8,3,0.0
COc1ccc2nc(NC(=O)C3COc4ccccc4O3)sc2c1 (stereo not given),-10,-7,0.2,-8,3,1.7,1,0.0
Cc1ccc(C(=O)NCC(=O)Nc2ccncc2)s1,-19,4,-0.2,9,0,-1.1,-2,0.1
Cc1cccc(-c2nnc(SCC(=O)Nc3ncccn3)n2C)c1,-22,3,0.1,-1,-2,-2.7,0,0.0
COc1ccc(S(=O)(=O)N2CCCC(C(=O)NCc3cccnc3)C2)cc1C (stereo not given),-4,16,-0.1,17,-1,0.0,-1,0.0
C[C@@H]1CN([C@@H](C)CO)C(=O)Cc2cc(NC(=O)CCN3CCOCC3)ccc2O[C@H]1CN(C)C(=O)Nc1ccccc1,4,1,2.0,12,-16,2.8,-4,0.0
CCc1nc2c(OCc3cc(Cl)cc(Cl)c3)cccn2c1N(C)C(=O)CC(C)C,-11,14,-0.1,8,9,-2.3,2,0.0
C[C@H](CO)N1C[C@H](C)[C@@H](CN(C)S(=O)(=O)c2cn(C)cn2)Oc2ccc(NC(=O)Cc3ccccc3)cc2C1=O,20&-9,1&-2,0.0&0.0,0&-6,-12&-31,-4.3&0.5,-1&0,0.0&0.0
O=C(NCC(=O)N1CCN(Cc2ccccc2)CC1)c1ccc(Br)cc1,-10,-9,-0.1,-6,1,1.6,0,0.7
CN(C)N1C(N)=C(C#N)C(c2ccc(F)cc2)C2=C1CCCC2=O (stereo not given),-9,9,0.0,-6,-7,0.2,1,0.1
Cc1ccc(C2C(/C=C3/SC(=S)NC3=O)=C(c3cccs3)Oc3ccccc32)cc1 (stereo not given),-110,3,.,-6,.,2.4,2,.
COCCc1nn2c(=O)cc(COC(=O)c3cc(OC)c(OC)c(OC)c3)nc2s1,-9,2,.,7,-1,1.1,4,0.1
CC1(C)CC(NC(=O)c2ccccn2)CC(C)(C)N1O,0,6,1.8,7,.,-2.8,2,-0.1
N#Cc1c(-c2ccccc2)nc(SCC(=O)N(c2ccccc2)c2ccccc2)[nH]c1=O,-24,1,-0.8,1,2,.,3,0.4
Cc1ccc(Nc2c(O)nc[nH]c2=O)cc1,3,-3,0.4,-12,-6,0.2,-2,0.1
CCN1CC(=O)N2[C@H](C1)[C@H](c1ccc(-c3ccccc3F)cc1)[C@@H]2CO,-15,8,-0.5,20,.,1.4,2,-0.1
CN(CC(=O)Nc1cccnc1Cl)S(=O)(=O)c1ccc(Cl)cc1,-22,9,-0.5,5,3,-1.2,5,0.2
O=C1CCCN1CCC(=O)N1CCCC(Nc2ccc(F)c(F)c2)C1 (stereo not given),3,10,-0.5,-2,-8,0.7,0,-0.1
Cc1cccc(C)c1NC(=S)N(CCN(C)C)C(C)c1cccnc1 (stereo not given),-13,0,2.0,.,.,0.8,-1,0.0
C[C@H]1CN([C@@H](C)CO)C(=O)c2cccc(NC(=O)Nc3cccc4ccccc34)c2O[C@H]1CN(C)C(=O)Nc1ccc2c(c1)OCO2,-6,-20,0.1,-1,1,3.4,-4,-0.9
CCOC(=O)C1=C(CS(=O)(=O)c2ccccc2)NC(=O)NC1c1ccc(O)c(OC)c1 (stereo not given),-6,8,-0.2,5,0,0.4,1,-0.2
CC12CCC(C(=O)N(CC(=O)O)C1=O)C2(C)C (stereo not given),-2,-5,.,1,4,-1.4,-1,0.0

# 2 of these compounds in a different format:
SMILES	RAD52 inh	GSIS activator	E-sel inducer	DENV2 CPE	RAD54 branch	CFTR F508del cor	CASP6 VEID inh	Xi reactivation
CCN1CC(=O)N2[C@H](C1)[C@H](c1ccc(-c3ccccc3F)cc1)[C@@H]2CO	-15	8	-0.5	20	.	1.4	2	-0.1
CN(CC(=O)Nc1cccnc1Cl)S(=O)(=O)c1ccc(Cl)cc1	-22	9	-0.5	5	3	-1.2	5	0.2

# Carrying on:
SMILES,RAD52 inh,GSIS activator,E-sel inducer,DENV2 CPE,RAD54 branch,CFTR F508del cor,CASP6 VEID inh,Xi reactivation
Cc1nc2cc(NC(=O)c3cccc(S(C)(=O)=O)c3)ccc2o1,-13,15,0.0,0,-5,-2.1,-3,0.0
Cc1ccc(C(=Cc2ccc([N+](=O)[O-])cc2)C(=O)O)cc1,-2,6,0.0,8,.,2.0,1,0.3
CC(C)C#Cc1ccc([C@@H]2[C@@H](CO)N3CCCCN(C(=O)NC(C)C)C[C@@H]23)cc1,-1,-5,0.1,8,-2,-2.3,-1,0.1
O=C(NC1CC1)C1=C[C@H](c2ccc3c(c2)OCO3)C[C@H](OCc2ccc(CO)cc2)O1,-38,1,0.0,8,-10,-0.1,-5,0.5
CC(C)(CN1CCNCC1)NS(=O)(=O)c1ccc(Cl)cc1,11,-56,-0.3,-8,7,-4.8,-3,0.2
CC(C)(C)c1ccc(S(=O)(=O)Nc2noc3ccccc23)cc1,-20,-15,-0.2,4,0,0.5,0,0.1
Cc1ccccc1S(=O)(=O)N(C)C[C@@H]1OCc2ccccc2-c2c(n(C)c3ccccc23)C(=O)N([C@@H](C)CO)C[C@H]1C,26,-6,0.0,1,0,0.6,-2,-0.1
Cc1cccc(S(=O)(=O)N2CCCCN3[C@@H](CO)[C@@H](c4ccc(C#CC(C)C)cc4)[C@@H]3C2)c1,6,57*,-0.4,-24,-5,2.1,-1,0.2
CCCCn1c(N)c(N(CC(C)C)C(=O)c2cc(S(=O)(=O)N3CCOCC3)ccc2Cl)c(=O)[nH]c1=O,-16,2,.,-10,.,2.7,1,0.1
O=C(CSc1n[nH]c(=O)n1-c1ccccc1)Nc1ccccc1,-3,.,.,3,1,1.3,0,0.0
CCCC(=O)Nc1ccc(C(=O)COC(=O)c2c(C)noc2C)cc1,-6,21,?,-10,1,0.9,1,-0.1
O=C(NCCCCc1ccccc1)c1ccccc1F,-14,9,.,7,-3,-3.0,1,0.0
O=C(NCc1cc(C(F)(F)F)ccc1F)C1CCC(=O)N(C2CCCCCC2)C1 (stereo not given),-1,-46,-0.1,-1,5,-4.8,0,-0.1
COc1ccccc1S(=O)(=O)N[C@@H]1CC[C@@H](CCn2cc(C3CCCCC3)nn2)O[C@@H]1CO,.,-10,0.3,.,.,-6.7,.,0.0
CCCCn1nc(C(=O)NCC(=O)Nc2c(C)cccc2C)c2ccccc2c1=O,-7,-5,.,-2,-7,-2.7,-3,-0.2
C[C@H](CO)N1C[C@H](C)[C@H](CN(C)S(=O)(=O)c2cn(C)cn2)Oc2ncc(-c3cc4ccccc4o3)cc2C1=O,.,-5,3.6,.,.,1.3,.,-0.3
CCC(C)(C)NC(=O)c1cc([N+](=O)[O-])ccc1N1CCCCC1,-15,-8,2.9,-5,7,.,3,-0.2
Cc1ccc(NS(=O)(=O)c2cn(C)c(=O)n(C)c2=O)cc1C,-1,9,0.0,5,-3,-2.5,-1,0.1
CC(C)NC(=O)c1cc(C2CCCCN2C(=O)c2cc(C(C)(C)C)nn2C)on1 (stereo not given),1,.,-0.4,2,5,1.1,-2,0.1
COCC(=O)Nc1ccccc1Br,-23,.,?,1,.,.,-2,1.9
O=C(NCC(c1ccco1)N1CCCC1)c1cccc(S(=O)(=O)Nc2ccc(Br)cc2)c1 (stereo not given),2,-5,.,4,10,0.9,-111,0.0
CCc1ccc(NC(=O)C2CCCN2S(=O)(=O)c2ccc3c(c2)C(C)(C)C(=O)N3C)cc1 (stereo not given),-2,2,-0.1,-1,-3,-2.3,0,0.4
O=C(c1cccs1)N1CCN=C1SCc1cccc(F)c1,-32,-3,1.4,8,5,2.8,-1,0.0

# Profiles, looked up by structure.
# Shown for CCC(C)(C)NC(=O)c1cc([N+](=O)[O-])ccc1N1CCCCC1 : RAD52 inh = -15; GSIS activator = -8; E-sel inducer = 2.9; DENV2 CPE = -5; RAD54 branch = 7; CFTR F508del cor = .; CASP6 VEID inh = 3; Xi reactivation = -0.2
# Shown for COCC(=O)Nc1ccccc1Br : RAD52 inh = -23; GSIS activator = .; E-sel inducer = ?; DENV2 CPE = 1; RAD54 branch = .; CFTR F508del cor = .; CASP6 VEID inh = -2; Xi reactivation = 1.9

# Assay outcomes (PubChem)

# Rows were taken by chance. Share with any hit: about 3.7%.
